# Arr AP2 block – human beta-arrestin and AP2 interaction inhibition; FITC-arrestin peptide / GST-AP2 beads, flow cytometry; AP2 beta2 appendage carries R879A mutation; inhibition, % at 10 µM; 0.31% of 340,000 active; AID 504490;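 active = inhibition above a set limit, near 3 SD of compounds lacking own fluorescence, cut at about 54% in these data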;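 also: plate controls were DMSO wells for no effect and 5 µM unlabelled arrestin peptide for full effect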
#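 System: GST-AP2 R879A glutathione beads; medium: PBS, Tween 20 0.05%, BSA 0.1%; reagent: fluorescein-tagged arrestin peptide at 50 nM final; schedule: pre-incubation 12 min, peptide binding 1 h, room temperature; detection: flow cytometry, FL1 (488/535 nm); read-out: inhibition as reduced fluorescein signal on beads, percent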
# Pemphigus Ab inh – inhibitors of pemphigus antibody binding to human desmoglein-3; P32926; DSG3-coupled beads, scFv-anti-DSG3-GFP binding, flow cytometry; stronger effect = lower value; binding (percent of control), % at 10 µM; 0.48% of 310,000 active; AID 588358;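 active = binding more than 3 SD below its plate's average and above zero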;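 also: hits lower antibody fragment binding to DSG3; some compounds called inactive have numbers as strong as hits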
# MOR-DOR ag – agonists of human mu-delta opioid receptor heterodimerization | P35372+P41143 | cells, OPRM1-OPRD1 heterodimerization, luminescence | activation, % at 9.3 µM | 0.3% of 340,000 active | AID 504326; in the data active = activation above about 18%;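 also: 0% = vehicle-treated cells and 100% = reference agonist; values of inactives mirror those of a sister screen read the other way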
# PKA-R2B activ – activators of human PKA-R2B complex; PKA-R2B holoenzyme dissociation, Cy5-IP20 fluorescence polarization; R2B truncated from residue 108, S112A mutant; 0% DMSO only, 100% 113 µM cGMP; 0.079% of 340,000 active; AID 504700; P22694+P31323; activation, % at 11.4 µM;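 active = activation above a cutoff set at the mean over all compounds plus 3 SD, cut at about 18% in these data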;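 also: higher means more holoenzyme dissociation and a rise in polarization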
# HTR5A inv ctr – HTR5A inverse agonism, opioid heterodimer counter-screen; P47898; HTR5A cell line, luminescence; inhibition, % at 9.3 µM; 0.083% of 340,000 active; in the data active = inhibition mostly above about 23%, no sharp cut-off; inactive = mostly below about 18%;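 also: 0% = cells with DMSO and 100% = no-cell wells with DMSO; some compounds called inactive have numbers as strong as hits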
# Target sequence (P47898 whole entry, looked up): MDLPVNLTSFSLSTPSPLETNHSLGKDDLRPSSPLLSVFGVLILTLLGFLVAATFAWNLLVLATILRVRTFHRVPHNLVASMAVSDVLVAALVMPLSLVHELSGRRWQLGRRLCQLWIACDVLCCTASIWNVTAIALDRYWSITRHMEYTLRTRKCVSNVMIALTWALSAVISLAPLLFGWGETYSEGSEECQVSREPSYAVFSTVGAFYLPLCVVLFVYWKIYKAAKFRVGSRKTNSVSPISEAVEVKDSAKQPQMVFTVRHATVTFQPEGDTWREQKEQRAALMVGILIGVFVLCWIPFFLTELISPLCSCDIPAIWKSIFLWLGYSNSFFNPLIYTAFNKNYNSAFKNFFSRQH
# HTR5A ag ctr – HTR5A agonism, opioid heterodimer counter-screen. 0.61% of 340,000 active. AID 504692. P47898. HTR5A agonist assay, luminescence, cell-based. activation, % at 9.3 µM; in the data active = activation mostly above about 9.5%, no sharp cut-off; inactive = mostly below about 7.6%;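 also: 0% = cells with vehicle only and 100% = reference agonist; strong numbers were not always called active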
# PKA-R1A act – activators of PKA-R1A complex; PKA-R1A dissociation, Cy5-IP20 fluorescence polarization; scaled: DMSO 0%, 113 µM cGMP 100%; AID 504707; 0.083% of 340,000 active; P00514+P68181; activation, % at 11.4 µM;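 active = percent activation above the mean of all tested compounds plus 3 SD, cut at about 19% in these data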;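 also: higher means more PKAc released from R1A so a rise in polarization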
# MOR-DOR inv ag – inverse agonist of human OPRM1-OPRD1 heterodimerization; inhibition, % at 9.3 µM; 0.21% of 340,000 active; P35372+P41143; cell-based MOR-DOR heterodimer luminescence, inverse agonism; AID 504357; in the data active = inhibition above about 22%, passing the limit was not always enough;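 also: 0% = cells with DMSO and 100% = wells without cells with DMSO; values of inactives mirror those of a sister screen read the other way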
# DAGLB inh – diacylglycerol lipase beta (human) inhibition | HEK293T DAGLB membrane lysate, EnzChek fluorogenic substrate | inhibition, % at 5.17 µM | 0.059% of 340,000 active | AID 504411; in the data active = inhibition above about 34%;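 also: 0% = enzyme with vehicle and 100% = wells lacking enzyme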
# Target sequence (Q8NCG7 whole entry, looked up): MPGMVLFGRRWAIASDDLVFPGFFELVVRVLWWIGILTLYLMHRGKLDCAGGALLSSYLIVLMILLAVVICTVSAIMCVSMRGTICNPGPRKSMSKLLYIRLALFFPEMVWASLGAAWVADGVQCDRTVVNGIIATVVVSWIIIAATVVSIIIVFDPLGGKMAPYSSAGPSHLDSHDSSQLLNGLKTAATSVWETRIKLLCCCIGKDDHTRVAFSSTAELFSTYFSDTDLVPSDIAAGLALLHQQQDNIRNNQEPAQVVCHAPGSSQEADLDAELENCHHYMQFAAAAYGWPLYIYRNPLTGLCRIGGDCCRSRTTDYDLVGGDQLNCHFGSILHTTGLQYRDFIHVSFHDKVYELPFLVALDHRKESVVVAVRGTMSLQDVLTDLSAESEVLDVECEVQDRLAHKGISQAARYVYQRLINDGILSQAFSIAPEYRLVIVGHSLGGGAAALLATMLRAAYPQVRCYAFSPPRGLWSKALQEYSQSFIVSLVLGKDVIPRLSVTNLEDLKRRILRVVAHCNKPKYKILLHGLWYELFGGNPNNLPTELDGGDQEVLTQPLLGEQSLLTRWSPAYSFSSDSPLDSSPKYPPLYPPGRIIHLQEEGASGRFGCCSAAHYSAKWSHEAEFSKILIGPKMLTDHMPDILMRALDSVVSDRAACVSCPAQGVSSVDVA
# V-ATPase pHluor – yeast V-ATPase proton transport regulation by pHLuorin. S. cerevisiae, pHLuorin cytosolic pH fluorescence. response, % at 10 µM. 0.37% of 350,000 active. AID 504577; in the data active = response mostly above about 7.3%, no sharp cut-off; inactive = mostly below about 5.4%; also: actives read high; inactives centre near 0; some compounds called inactive have numbers as strong as hits; reference of the scale not given here
# Active calls of the source: *; nt = no result given. Rows were taken by chance, and some 2.4% of all compounds hit somewhere here.
SMILES,Arr AP2 block,Pemphigus Ab inh,MOR-DOR ag,PKA-R2B activ,HTR5A inv ctr,HTR5A ag ctr,PKA-R1A act,MOR-DOR inv ag,DAGLB inh,V-ATPase pHluor
Cc1ccc(NC(=O)CCNS(=O)(=O)c2ccc3c(c2)CCC(=O)N3)c(Br)c1,-3,106,-0.9,-6,-12,-6,-6,5,0,-2
Cc1ccc(CN2CCc3[nH]c(=O)[nH]c(=O)c3C2)cc1,-4,nt,-2.1,-3,-18,6,-9,12,2,-1
NS(=O)(=O)c1ccc(N/N=C/c2ccc(O)c(O)c2O)c([N+](=O)[O-])c1,78*,28,0.9,-6,6,-2,4,-5,17,-1
CCCc1cn(S(=O)(=O)c2ccc(OC)cc2OC)nc1N,29,126,-1.9,-7,-8,2,-4,11,-3,-3
CCOc1nc(NC(=O)NC(=O)c2ccccc2)nc(-c2ccccc2)n1,2,104,-0.8,-14,2,2,-4,4,0,1
CCOCC(=O)Nc1cc(C(=O)Nc2ccccc2)ccc1Cl,5,103,-0.7,11,-19,-3,1,4,1,4
O=C1CCc2cc(S(=O)(=O)NC(Cc3ccccc3)C(=O)NCC3CCCO3)ccc2N1 (stereo unspecified),3,104,-0.2,1,-19,6,1,1,0,0
Cc1ccc(-n2nc3c(N4CCC(C(=O)NCc5cccc(F)c5)CC4)nnc(C)c3c2C)cc1,-12,108,-3.6,0,9,-2,-3,19,2,0
CCC(C)(C)NC(=O)CN(Cc1ccc(F)cc1)C(=O)CCC(=O)Nc1ccccn1,22,nt,-0.9,4,-14,5,-10,6,1,0
C[C@H]1CN([C@@H](C)CO)C(=O)CCCn2cc(nn2)CO[C@@H]1CN(C)S(=O)(=O)c1cccs1,nt,nt,nt,3,nt,nt,-5,nt,-3,0
CCOc1ccccc1NC(=O)CCn1ccnc1,0,98,-1.8,-14,0,0,1,9,3,-2
COc1cccc(/C=N/Nc2ncnc3c2[nH]c2ccc(C)cc23)c1OC,13,107,1.1,-3,-13,8,1,-6,-4,0
C=CCNC(=O)c1ccc(C)c(Br)c1,1,104,-2.9,-3,1,-1,3,12,0,0
O=C(CCN1C(=O)c2ccccc2S1(=O)=O)Nc1ccccc1F,6,108,-1.8,-12,16,4,-12,6,-3,-1
Cc1cc(C)c(S(=O)(=O)N(C)CC(=O)N2CCCCC2)c(C)c1,24,92,-3.8,1,25,4,4,16,-3,1

# Part of the list above, with values under each structure.
# Each structure is followed by: Arr AP2 block, Pemphigus Ab inh, MOR-DOR ag, PKA-R2B activ, HTR5A inv ctr, HTR5A ag ctr, PKA-R1A act, MOR-DOR inv ag, DAGLB inh, V-ATPase pHluor
Cc1ccc(-n2nc3c(N4CCC(C(=O)NCc5cccc(F)c5)CC4)nnc(C)c3c2C)cc1
    -12, 108, -3.6, 0, 9, -2, -3, 19, 2, 0
Cc1ccc(NC(=O)CCNS(=O)(=O)c2ccc3c(c2)CCC(=O)N3)c(Br)c1
    -3, 106, -0.9, -6, -12, -6, -6, 5, 0, -2
O=C(CCN1C(=O)c2ccccc2S1(=O)=O)Nc1ccccc1F
    6, 108, -1.8, -12, 16, 4, -12, 6, -3, -1
CCOc1ccccc1NC(=O)CCn1ccnc1
    0, 98, -1.8, -14, 0, 0, 1, 9, 3, -2

# The results go on.
SMILES,Arr AP2 block,Pemphigus Ab inh,MOR-DOR ag,PKA-R2B activ,HTR5A inv ctr,HTR5A ag ctr,PKA-R1A act,MOR-DOR inv ag,DAGLB inh,V-ATPase pHluor
Oc1ccccc1C=NN1CCCCCC1,1,101,1.8,0,4,-1,-5,-9,-2,-1
CC1(C)CCCC(C)(C)N1CC(O)COCCOc1ccc(Br)cc1 (stereo unspecified),2,97,-2.0,-11,9,-1,-9,10,2,1
O=[N+]([O-])c1ccc(OC/C=C2\Oc3ccc([N+](=O)[O-])cc3C2N2CCOCC2)cc1 (stereo unspecified),26,104,-1.3,-2,7,1,-13,8,-1,2
CCN(CC)CCn1c2c(c(SCC(=O)Nc3ccc(C(C)C)cc3)nc1=O)CCCC2,9,4,-1.4,0,-6,2,0,7,-2,0
CCOC(=O)c1ccc(-c2ccc3c(=O)c4ccccc4n(C)c3c2)cc1F,7,103,-0.6,-9,-41,-5,-3,3,-2,-4
O=C(O)/C=C/C(=O)Nc1ccc(O)cc1,-6,105,8.3,9,19,1,-1,-43,1,5
Cc1ccccc1CSCC(=O)N1CCN(c2ccccc2)CC1,7,98,0.7,4,1,0,5,-4,-2,-1
CN1C/C(=C/c2cccs2)C(=O)/C(=C\c2cccs2)C1,-1,109,-1.5,-5,14,-5,3,8,0,-3
COc1cc2cc(C(=O)N[C@@H](Cc3ccccc3)C(=O)O)n(C)c2c(OC)c1OC,0,107,-1.0,1,-29,7,0,5,1,0
COc1ccc(NC(=O)CN(C)C(C)C(=O)N2CCCCC2)cc1 (stereo unspecified),0,107,-1.6,2,-10,-2,5,7,1,0
Cc1cc(C)nc(N2CCC(C(=O)NC3CCCCCC3)CC2)n1,-1,98,0.8,2,-34,1,-8,-4,1,-7
COc1c2c(c3c(c1OC)c(=O)c1ccccc1n3C)OCO2,3,89,2.3,-11,-2,0,-10,-12,-3,-34
CCCN(CC(=O)Nc1ccccc1OC)CC(=O)c1c(N)n(Cc2ccccc2)c(=O)n(C)c1=O,-5,98,-2.2,1,4,-2,2,8,-1,-1
S=c1nc[nH]c2c1[nH]c1ccc(Cl)cc12,0,96,0.2,1,7,-2,2,-1,-3,-2
CCCS(=O)(=O)c1ccc(COC(=O)Cc2ccc([N+](=O)[O-])cc2)cc1,4,125,-1.1,16,11,-3,0,6,-1,0

# Complete entries as entered above. Screens in order: Arr AP2 block, Pemphigus Ab inh, MOR-DOR ag, PKA-R2B activ, HTR5A inv ctr, HTR5A ag ctr, PKA-R1A act, MOR-DOR inv ag, DAGLB inh, V-ATPase pHluor
# Listed for S=c1nc[nH]c2c1[nH]c1ccc(Cl)cc12 → 0, 96, 0.2, 1, 7, -2, 2, -1, -3, -2
# Listed for CC1(C)CCCC(C)(C)N1CC(O)COCCOc1ccc(Br)cc1 (stereo unspecified) → 2, 97, -2.0, -11, 9, -1, -9, 10, 2, 1
# Listed for O=C1CCc2cc(S(=O)(=O)NC(Cc3ccccc3)C(=O)NCC3CCCO3)ccc2N1 (stereo unspecified) → 3, 104, -0.2, 1, -19, 6, 1, 1, 0, 0

# Other compounds.
SMILES,Arr AP2 block,Pemphigus Ab inh,MOR-DOR ag,PKA-R2B activ,HTR5A inv ctr,HTR5A ag ctr,PKA-R1A act,MOR-DOR inv ag,DAGLB inh,V-ATPase pHluor
COc1cc(/C=C2\CCCc3c2nc2ccccc2c3C(=O)O)cc(Cl)c1O,-7,122,-1.8,0,30,-3,-2,9,4,9
COc1cccc(NC(=S)Nc2ccc(O)cc2)c1,-6,92,1.3,-4,-12,3,-9,-6,2,4
O=c1oc2ccc(C#CC3(O)CCCCC3)cc2cc1-n1cc(C2(O)CCCCC2)nn1,0,104,1.5,-2,5,-2,-2,-8,-2,-3
OCCSc1nc(-c2ccccc2)nc2c1CCC2,nt,102,-0.5,-10,5,-5,1,3,-2,1
CCN(CC)C(=O)C1CCCN(c2ccc([N+](=O)[O-])cc2/C=N/NC(=O)c2cccc(Br)c2)C1 (stereo unspecified),-1,nt,-3.8,-10,-11,5,-7,20,1,-1
O=C(COC(=O)C1CCCCC1)Nc1ccc(S(=O)(=O)N2CCOCC2)cc1,24,102,0.3,11,-15,6,7,-2,-3,-3
O=C(NNC(=O)c1ccc(-c2ccccc2)cc1)Nc1ccc(F)cc1F,-12,116,5.7,-5,1,-2,-1,-30,3,0
COC(=O)c1c(C(=O)OC)c2ccccn2c1C(=O)c1ccccc1,-13,116,-0.9,1,21,-6,1,5,-1,-3
COc1ccc(C)cc1Nc1n[n+](-c2ccccc2)c(-c2cc(OC)c(OC)cc2Br)s1,-1,111,-2.6,-2,-8,5,1,15,-1,0
CCN1CCN(CC(=O)Nc2cc(C(F)(F)F)ccc2OCCOC)CC1,5,100,-2.2,-4,-2,4,-5,11,1,1
O=C1C2CCCN2C(=O)N1CCCN1CCN(c2cccc(Br)c2)CC1 (stereo unspecified),-2,111,1.4,-2,8,-3,-9,-7,2,-7
CC(Sc1nnc(N)s1)C(=O)Nc1ccc2c(c1)OCCO2 (stereo unspecified),12,nt,1.5,-10,-23,2,0,-8,-4,6
Cc1ccc(C2CCN(C(=O)Nc3ccccc3)C2)cc1 (stereo unspecified),7,99,-2.5,1,4,4,-7,15,-11,-2
COc1ccc(-n2nnnc2Sc2ccc(S(=O)(=O)N3CCOCC3)cn2)cc1,28,98,-1.8,13,-22,2,-6,11,-1,-1
COC(CNC(=O)c1cc(C)nn1-c1ccccc1)OC,18,99,-0.1,8,3,1,-7,1,-2,-6

# The closing three entries of the section above are carried over, then new ones follow.
SMILES,Arr AP2 block,Pemphigus Ab inh,MOR-DOR ag,PKA-R2B activ,HTR5A inv ctr,HTR5A ag ctr,PKA-R1A act,MOR-DOR inv ag,DAGLB inh,V-ATPase pHluor
Cc1ccc(C2CCN(C(=O)Nc3ccccc3)C2)cc1 (stereo unspecified),7,99,-2.5,1,4,4,-7,15,-11,-2
COc1ccc(-n2nnnc2Sc2ccc(S(=O)(=O)N3CCOCC3)cn2)cc1,28,98,-1.8,13,-22,2,-6,11,-1,-1
COC(CNC(=O)c1cc(C)nn1-c1ccccc1)OC,18,99,-0.1,8,3,1,-7,1,-2,-6
O=C(COc1ccc(S(=O)(=O)NC2CCCCC2)cc1Cl)NCc1ccc2c(c1)OCO2,-2,107,5.6,0,-4,1,4,-31,-4,3
Cc1ccc(S(=O)(=O)N2CCCCC2)cc1NC(=O)[C@@H]1CCCN1C(=O)c1cccs1,-4,102,-2.4,1,14,-4,-1,13,0,5
CCN(C(=O)COC(=O)CCS(=O)(=O)c1ccc(C)cc1)C1CCS(=O)(=O)C1 (stereo unspecified),-16,103,-2.1,-2,-1,3,0,11,1,5
N#CCSc1nnc(CNc2ccc(F)cc2)o1,5,99,-1.7,-11,-9,4,12,10,-2,-5
Nc1ncc(Br)cc1S(=O)(=O)NCCC(=O)NCc1ccc(F)cc1,6,nt,2.3,-11,-1,1,-8,-12,2,1
COc1ccc(CNC(=O)N[C@@H](Cc2c[nH]c3ccccc23)C(=O)O)cc1,17,98,-3.5,1,-5,1,-4,16,-2,0
C/C(CC(=O)NC12CC3CC(CC(C3)C1)C2)=N\NC(=O)Cc1cccs1,-13,100,-3.3,-8,36,2,2,15,0,0
CCN(CCO)c1ncnc2c1sc1nc(CC(C)C)c3c(c12)CC(C)(C)OC3,11,100,3.6,8,2,-1,-2,-18,-1,nt
CCN(CC)c1ccc(NC(=O)c2cccc(C)c2OC)c(C)c1,-6,104,3.4,-3,18,-6,-3,-18,-1,0
CCCOc1ccc(C(F)(F)F)cc1NC(=O)C1CC(=O)N(Cc2ccco2)C1 (stereo unspecified),-1,106,0.2,3,2,-1,-3,-1,-2,-2

# Bioassay records as filed in PubChem.
